Compound activity deposited in PubChem BioAssay by National Center for Advancing Translational Sciences (NCATS).
KCNH2 3.1 block = qHTS for Inhibitors of KCHN2 3.1: Mutant qHTS. Potassium voltage-gated channel subfamily H member 2, brain isoform KCNH2 3.1 (human). actives 0.95% (n = 340,000). activity change, % (tested at about 1.8 µM). U2OS KCNH2 3.1, thallium flux FluxOr; active compounds read low. AID 720553, 2013;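 active means maximum activity change below -70%; inconclusive means maximum activity change from -70% to -50%; inactive means maximum activity change above -50%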;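 further: thallium influx rate constant from kinetic fluorescence after stimulation buffer; on the % scale 0 is the no-effect control and ±100 the full control effect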
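U2OS cells transduced with KCNH2 3.1 mutant virus (1.77 x 10^8 /mL, 4 h), plated overnight at 37 C, loaded 45 min with FluxOr dye plus Red40 quencher. Thallium flux rate constant from kinetic reads after stimulation buffer, normalised to controls.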
TRPV1 ag = HTS Assay for Compounds that Act as Agonists of the Vanilloid Receptor 1; TRPV1-expressing cells, Fluo-8 calcium influx, agonist mode; actives 0.19% (n = 320,000); AID 540275, 2011; Transient receptor potential cation channel subfamily V member 1 (Homo sapiens), Q8NER1; activation, % at 8.33 µM; in the data active means activation above about 80%; inconclusive means between about 30% and that limit; further: 0% is about no effect
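Fluo-8 calcium influx in TRPV1-expressing cells, kinetic read (ex 480/em 520 nm). Compound added and read 3 min for agonist activity, followed by capsaicin at EC20 final and 2 min further read for enhancement.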
USP2a block = qHTS Assay for Inhibitors of Ubiquitin-specific Protease USP2a Using CHOP2 as the Reporter. Ubiquitin carboxyl-terminal hydrolase 2 (Homo sapiens), O75604. USP2 core, Ub-CHOP2 coupled fluorogenic reporter, 485/531. Potency, µM (top dose mostly 38.3 µM), inactives show at the top dose activity change, negative = inhibition, hits mostly inhibitors. actives 0.01% (n = 330,000). AID 463254, 2010;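 further: potency means the concentration at half of the fitted maximal effect; plate controls were DMSO wells for no effect and full inhibition by NEM control for full effect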
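Deubiquitinase activity read as fluorescence (485/531 nm) after Ub-CHOP2 cleavage activates the enterokinase reporter on its substrate; USP2 core 10nM, Ub-CHOP2 and substrate 25nM each, 30min compound preincubation then 60min RT; data normalized to NEM, curves fitted.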
A-T KAP1 phos = qHTS Assay for Identifying a Potential Treatment of Ataxia-Telangiectasia | […] A-T fibroblasts, KAP-1 phosphorylation AlphaLISA; neocarzinostatin DNA damage 30 min before lysis | Potency, µM (series often up to 57.5 µM), for the others: at the highest dose activation, actives largely listed as activators | actives 0.19% (n = 320,000) | AID 485349, 2010; further: potency means the concentration at half of the fitted maximal effect; % of control where 0% means no effect; nearly all actives have a fitted effect of over 45% in size
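hTERT-immortalized A-T patient fibroblasts ([…]), 500 cells/well in OPTI-MEM, 1% FBS, got compounds for 60 min, then NCS for 30 min at 37C. Lysates were then assayed for phospho-KAP-1 by AlphaLISA (anti-pKAP1 donor, anti-KAP1 acceptor beads), 6 hr at 25C.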
ELG1 repair inh = qHTS screen for small molecules that inhibit ELG1-dependent DNA repair in human embryonic kidney (HEK293T) cells expressing luciferase-tagged ELG1 | HEK293T ELG1-luciferase reporter, luminescence, 16 h; DNA damage induced by 5-fluorouridine | Potency, µM (doses to about 46.1 µM), for the others: at the highest dose activity change, negative = inhibition, actives largely listed as inhibitors | actives 2.3% (n = 330,000) | AID 504467, 2011; further: potency means the concentration at half of the fitted maximal effect; on the % scale 0 is the no-effect control and ±100 the full control effect; nearly all actives have a fitted effect of over 55% in size
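Cells (2,000 per well) received 5-fluorouridine plus test compound or DMSO and were incubated 16 hr at 37 °C, 5% CO2. Luciferase activity was read by luminescence 30 min after ONE-Glo addition; signal suppression marked inhibition of damage-induced ELG1 function.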
hERG WT inh = qHTS for Inhibitors of KCHN2 3.1: Wildtype qHTS; U2OS, BacMam KCNH2, thallium flux FluxOr; active compounds read low; actives 0.37% (n = 340,000); Voltage-gated inwardly rectifying potassium channel KCNH2 (Homo sapiens), Q12809; activity change, % at 1.84 µM;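 active means maximum activity change below -70%; inconclusive means maximum activity change between -70% and -50%; inactive means maximum activity change above -50%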; further: on the % scale 0 is the no-effect control and ±100 the full control effect
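U2OS cells transduced with wild-type KCNH2 virus are loaded with FluxOr dye for 45 min, and thallium flux is measured in kinetic reads before and after stimulation buffer. Rate constants are normalized to DMSO controls.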
TCR act = Activators of T cell receptors: qHTS campaign | 330,000 tested, under 10 active | primary human leukocytes, anti-CD3, IL-2 HTRF, 48 h | Potency, µM (highest dose often 9.22 µM), for inactives: at the highest dose activation of IL-2 secretion, usual class: activators | AID 504894, 2011; further: % of control where 0% means no effect
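Primary human leukocytes were stimulated with a-CD3 beads plus compounds for 48 hr without co-stimulation; secreted IL-2 was quantified by HTRF using a-IL-2-K (europium cryptate) and a-IL-2-d2, excited at 320nm with acceptor emission read at 665nm.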
TSHR antagonist = Antagonists of the Thyroid Stimulating Hormone Receptor: HTS campaign; activity change, negative = inhibition, % at 11.5 µM; actives 0.2% (n = 330,000); Thyrotropin receptor (Homo sapiens), P16473; TSHR-expressing cells, TSH-stimulated cAMP HTRF, 2 h; active compounds read low; AID 504810, 2011;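 active means activity change below a set negative limit, meaning inhibition stronger than a set level, cut at about -70% in these data; inconclusive means activity change between two set negative limits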; further: on the % scale 0 is the no-effect control and ±100 the full control effect
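Cell-based HTRF cAMP assay; TSHR cells + compound, TSH EC80 (4nM final), 2 h, 37 deg C. Lysis with anti-cAMP cryptate and cAMP-d2, 30 min RT, read 665/620 nm.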
Eya2 inh = qHTS Assay for Inhibitors of the Phosphatase Activity of Eya2; Potency, µM (doses to about 76.9 µM), without a hit: at the top dose activity, negative = inhibition, hits mostly inhibitors; recombinant Eya2, OMFP fluorescence dephosphorylation (OMFP is methylfluorescein phosphate); Protein phosphatase EYA2 (Homo sapiens), O00167; actives 0.006% (n = 330,000); further: potency means the concentration at half of the fitted maximal effect; on the % scale 0 is the no-effect control and ±100 the full control effect
Target sequence (O00167 whole entry, looked up): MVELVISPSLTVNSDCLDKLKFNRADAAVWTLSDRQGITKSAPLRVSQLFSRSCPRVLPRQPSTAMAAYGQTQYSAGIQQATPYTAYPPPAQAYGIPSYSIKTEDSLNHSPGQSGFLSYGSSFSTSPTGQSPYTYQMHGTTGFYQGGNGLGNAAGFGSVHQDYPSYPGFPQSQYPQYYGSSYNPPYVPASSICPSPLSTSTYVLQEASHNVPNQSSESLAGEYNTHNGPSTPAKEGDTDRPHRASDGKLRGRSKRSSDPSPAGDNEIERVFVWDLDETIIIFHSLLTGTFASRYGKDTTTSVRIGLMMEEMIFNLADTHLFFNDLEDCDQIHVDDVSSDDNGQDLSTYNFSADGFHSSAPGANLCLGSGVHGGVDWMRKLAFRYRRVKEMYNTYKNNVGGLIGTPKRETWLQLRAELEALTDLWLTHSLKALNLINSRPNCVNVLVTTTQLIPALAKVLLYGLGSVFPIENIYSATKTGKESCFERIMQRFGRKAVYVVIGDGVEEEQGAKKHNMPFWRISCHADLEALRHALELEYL
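Eya2 (0.2 uM) preincubated 10 min at ambient with compound, then OMFP substrate added at 50 uM; 10 min reaction in 50 mM HEPES pH 7.5, 50 mM NaCl, 5 uM MgCl2, 0.05% BSA, 1 mM DTT. Fluorescence read at Ex 485/Em 525 nm.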
Mito fusion act = qHTS Assay for Small Molecule Inhibitors of Mitochondrial Division or Activators of Mitochondrial Fusion | S. cerevisiae fusion-defective mutant growth rescue, CellTiterGlo 48 h | Potency, µM (series often up to 46.1 µM), for the others: top-dose growth rescue (activation), usual class: activators | actives 0.23% (n = 320,000) | AID 485298, 2010;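 further: potency means the concentration at half of the fitted maximal effect; % of control where 0% means no effect; nearly all actives have a fitted effect of over 45% in size; temperature-sensitive fusion mutants such as fzo1-1 at 37 °C on non-fermentable ethanol glycerol medium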
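Compounds are tested for their ability to restore growth of mitochondrial fusion-defective yeast strains at non-permissive 37C in YPEG medium over 48 hours. Viability is quantified by luciferase luminescence.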
An asterisk follows results filed as active; ? = inconclusive; . = no result given; [ ] = dose if it differs, or a comment. Unless noted, the call rests on the fitted dose curve; in most records, active means well fitted curve in the direction sought with a large enough effect; inconclusive means small, poorly fitted or top-dose-only effect, or another doubt; inactive means no such curve, though single readings can be large; an effect the other way counts as inactive or inconclusive.

smiles	KCNH2 3.1 block	TRPV1 ag	USP2a block	A-T KAP1 phos	ELG1 repair inh	hERG WT inh	TCR act	TSHR antagonist	Eya2 inh	Mito fusion act
COc1ccc(CCNS(=O)(=O)c2cccc(C(=O)O)c2)cc1OC	3	2	1%	.	8%	9	6%	5	10%	4%
COc1ccccc1N1CCN(/N=C/c2cccc(Cl)c2)CC1	-1	5	0%	-2%	?	-11	.	-12	-6%	-12%
O=C(NCc1ccc2c(c1)OCO2)c1nnc(Cc2ccc(Cl)cc2)o1	11	?	4%	4%	12%	2	-2%	-10	-2%	-5%
CCCCS(=O)(=O)N1CCCC(C(=O)Oc2ccccc2OC)C1 (configuration not stated)	4	4	-2%	4%	1%	-7	.	9	?	0%
c1nnc2c3c4c(sc3ncn12)CCC4	-10	-4	0%	1%	?	0	.	13	9%	2%
Cc1ccc(N(C(=O)CCl)C(C(=O)NC2CCCCC2)c2cccnc2)cc1C (configuration not stated)	-3	5	4%	2%	9.2µM*	-15	9%	6	-7%	0%
COc1cc(C)nc(OCCNC(=O)COc2ccc(Cl)cc2C)n1	-13	7	2%	0%	-7%	0	4%	2	-28%	2%
CCOc1cc(/C=N/NC(=O)c2nnn(-c3nonc3N)c2C)ccc1OCc1cccc(F)c1	-13	3	4%	5%	0%	31	0%	-4	-3%	-15%
CCCC1(CCC)NC(=O)N(CC(=O)N2CCN(C(=O)c3ccco3)CC2)C1=O	-14	-1	0%	0%	8%	-3	9%	5	-8%	3%
Cc1ccc(CN(C(=O)CNC(=O)c2cccs2)C(C(=O)NCC2CCCO2)c2ccccc2)cc1 (configuration not stated)	-22	-2	2%	10%	9.2µM*	21	-4%	5	-22%	0%
Cc1cc(=O)oc2cc(NC(=O)c3cc([N+](=O)[O-])ccc3N3CCOCC3)ccc12	5	-5	-4%	6%	-25%	-4	-3%	11	12%	16%
N#CCC(=O)N/N=C\c1cccc(OC/C=C/c2ccccc2)c1	9	19	-5%	13%	?	8	-7%	-5	-12%	0%
CNC(=O)c1ccc(-c2sc3nc(N4CCOCC4)c4c(c3c2N)CCCC4)o1	-7	23	1%	?	?	-14	-6%	-3	-4%	6%
CCOc1ccc(OCC)c(NS(=O)(=O)c2cn(C)cn2)c1	7	-2	-5%	-3%	8%	5	1%	9	7%	-6%
Fc1ccc2nc(-c3ccccc3)nc(SCc3nnc(-c4ccccc4)o3)c2c1	8	-1	0%	1%	0%	6	.	16	-8%	6%
COc1ccc2oc(C(=O)OCC(=O)N(CCC#N)c3ccccc3)c(C)c2c1	-10	-3	-1%	-2%	-7%	-2	-1%	-4	-1%	-3%
CC1(S(=O)(=O)O)CC(=O)c2ccccc2C1=O (configuration not stated)	-6	-3	2%	5%	-7%	-13	-11%	9	3%	3%
C/C(=N\Nc1cccc([N+](=O)[O-])c1)c1cc(F)ccc1O	-15	-5	2%	10%	?	25	0%	-23	13%	27%
CCOc1ccc(NC(=O)NNC(=O)c2ccc(Cl)cc2Cl)cc1	8	3	0%	-2%	-4%	-3	8%	1	-5%	-1%
COc1ccc(NC(=O)NC(C)C2CC3CCC2C3)cc1 (configuration not stated)	1	?	2%	-1%	4%	1	-1%	-7	-14%	1%
Cc1ccc(NC(=O)c2ccc(NS(=O)(=O)c3ccc4[nH]c(=O)[nH]c4c3)cc2)nc1	6	2	2%	10%	1%	0	.	10	6%	-8%
COC(=O)c1ccc(Cn2nc(C(F)(F)F)cc2C)cc1	6	10	1%	-1%	21%	-1	8%	13	-19%	-1%
O=C(CN(c1ccc(Cl)cc1)S(=O)(=O)c1ccccc1)N/N=C/c1ccco1	1	7	-2%	5%	-12%	-23	1%	-1	10%	-1%
CC1CCN(CCCCOc2ccc([N+](=O)[O-])cc2)CC1	-28	2	2%	5%	-1%	27	-1%	6	1%	3%
Cc1ccc(S(=O)(=O)CCC(=O)OCC(=O)N(C)CC(=O)Nc2ccc(F)cc2)cc1	12	2	4%	3%	-5%	-2	3%	-7	19%	-1%
O=C1/C(=C/c2ccco2)CCC1C1CCCC1 (configuration not stated)	-17	9	-5%	0%	?	9	-3%	-7	-8%	-10%
CC(=O)N/C(=C/c1ccc(Cl)cc1)C(=O)NCCc1c[nH]c2ccccc12	.	-7	-4%	-1%	-19%	10	0%	-7	7%	0%
Cc1oc(=O)c(NC(=O)c2ccccc2)cc1C(=O)c1ccccc1	0	9	0%	2%	?	-2	-2%	-1	-2%	-4%
COCCNC(=O)c1cc(-c2ccc3c(c2)OCO3)on1	3	-2	0%	2%	?	-11	2%	14	2%	0%
O=C(c1ccc(F)cc1)N1CCCC(N2CCN(Cc3ccc4c(c3)OCO4)CC2)C1 (configuration not stated)	-4	0	-4%	7%	-1%	19	1%	-1	-5%	2%
CCOC(=O)c1ccc(NC(=O)c2nc[nH]c2C(=O)N2CCc3ccccc3C2)cc1	-35	-1	1%	32%	?	6	4%	5	0%	5%
OCCNC(=S)NC1CCCCC1	5	-1	1%	-9%	3%	4	-2%	-5	2%	-4%
O=C(COc1ccccc1)Nc1ccc([N+](=O)[O-])cc1	7	?	-1%	-3%	3%	6	-7%[46.1 µM]	-6	-15%	0%
CCn1cc(C(=O)N2CCCC2)c(=O)c2cc(S(=O)(=O)N3CCC(C)CC3)ccc21	0	1	4%	7%	25%	4	1%	7	10%	-2%
CNC(=O)c1cc(Cl)c(OC)c(OC)c1	-3	4	-1%	4%	?	-27	9%[46.1 µM]	2	-4%	-2%
Cc1ccc(-n2nnc3c(=O)n(CC(=O)NCc4ccccc4)cnc32)cc1	-15	3	1%	5%	4%	5	3%	-3	-5%	2%
COc1cc(-c2nnc3sc(Cc4ccccc4)nn23)cc(OC)c1OC	-10	?	2%	.	-9%	-36	-4%	0	-3%	20%
COc1ccc(OC)c(/C=N/NC(=O)c2[nH]ncc2Br)c1	-1	-1	3%	-6%	25%	-9	-8%	-11	-22%	0%
CSc1ccc(Cl)c(C(=O)NCc2ccco2)c1	22	6	0%	9%	11%	12	-6%	-7	5%	-4%
N#CC1=C(S)N(c2ccccc2)C(c2cccs2)NC1=O (configuration not stated)	-2	-18	0%	.	2%	-3	1%	10	-10%	-5%
O=C(Cn1cnc2ccccc2c1=O)Nc1nc2ccccc2s1	-97*	-1	-2%	3%	-2%	-3	1%	0	-6%	0%
COc1ccc(CN2CCN(Cc3ccc4cc(F)ccc4n3)CC2CCO)c(C)c1C (configuration not stated)	-30	2	-2%	-6%	?	7	3%	-8	7%	-6%
CC(=O)Nc1ccc(S(=O)(=O)Nc2ccc3c(c2)CCC3)cc1	4	1	0%	4%	?	-13	1%	-5	1%	?
CNC(=O)/C(=C\c1ccc([N+](=O)[O-])cc1)NC(C)=O	6	-7	2%	-9%	-1%	18	3%	-7	19%	-2%
Fc1ccc(C2=CC(c3ccco3)n3ncnc3N2)cc1 (configuration not stated)	-14	?	18%	-6%	14%	-4	-10%[46.1 µM]	7	-10%	3%
Cc1c(Cl)cccc1NC(=O)N1CCN(C(=O)c2ccco2)CC1	10	-2	0%	-20%	5%	7	5%	36	-10%	4%

A portion of the library (hit frequency here may not be typical).
